S3 lipid droplet = qHTS Assay for Lipid Storage Modulators in Drosophila S3 Cells; Drosophila S3 cells, BODIPY lipid droplet fluorescence, 18-24 h; cells fed with added oleic acid; Potency in µM for hits, for the others lipid storage change, negative = inhibition, % at the top dose, mostly 46.1 µM; 320,000 tested, 0.64% active; AID 2685; active means well fitted inhibition curve with a large enough effect in the signal ratio, with a control signal flat, not every such curve was filed as active; inconclusive means small, poorly fitted or top-dose-only effect, or effect the other way, or a change in a side signal; the % refers to the signal ratio
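Laser-scanning cytometry quantifies lipid droplet accumulation (500–530 nm total intensity; droplet/cell object ratio) in oleic acid-fed (400 uM added) Drosophila S3 cells treated with a concentration series. 20 uM Triacsin C defined 100% inhibition.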
S3 lipid droplet cell count max = second read-out of S3 lipid droplet, no call of its own (marks repeat the call); cell number change, %; measured here: cell count max response;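 cells counted by Cell Tracker Red CMTPX staining in the red channel; peak over a dose series mostly up to 46.1 µM; percent activity relative to internal control wells on each plate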
* hit, by the source's call; i = inactive; u = inconclusive; x = not tested or not shown. On the % scale 0 is the no-effect control and ±100 the full control effect; potency means the concentration at half of the fitted maximal effect.

SMILES	S3 lipid droplet	S3 lipid droplet cell count max
Cc1c(C(=O)N(Cc2ccc(F)cc2)C2CCS(=O)(=O)C2)oc2ccccc12 (stereo not given)	4%	4
CCSCc1nc2ccccn2c1Br	u	x
Cc1cccc(OCc2ccc(C(=O)N3CCOCC3)o2)c1	-27%	15
O=C(CCN1C(=O)/C(=C/c2ccccc2Cl)SC1=S)NCCCN1CCOCC1	u	x
Cn1nc(C(=O)N2CCN(c3ccccn3)CC2)c2ccccc2c1=O	u	x
Nc1nnc(SCc2ccc3c(c2)OCO3)s1	u	x
Cc1ccc(C)c(Cn2cnc3c(cnn3C(C)(C)C)c2=O)c1	u	x
COc1cc(-c2cc(=O)c3c(O)c(OC)c(OC)c(O)c3o2)ccc1O	u	x
O=C(COC(=O)c1cccc(S(=O)(=O)N2CCCCC2)c1)NC1CCCc2ccccc21 (stereo not given)	-11%	-4
CN(Cc1ccc(C(C)(C)C)cc1)C(=O)c1ccc2c(=O)n3c(nc2c1)CCC3	u	x
C=CCN(C(=O)c1cccc(S(=O)(=O)N2CCN(C)CC2)c1)c1nc(-c2ccccc2)cs1	u	x
O=C(NCc1n[nH]c(=S)n1-c1ccccc1Cl)c1ccc(S(=O)(=O)N2CCCCC2)cc1	i	6
COC(=O)C(Cc1c[nH]c2ccccc12)NC(=O)c1cncc(Br)c1 (stereo not given)	-3%	-10
Cn1ncc([N+](=O)[O-])c1C(=O)Nc1ccc(-c2nc3ccccc3o2)cc1	u	x
CSc1nc(SCCO)c2sc3nc(-c4ccco4)c4c(c3c2n1)CC(C)(C)OC4	u	x
COc1ccc(CN2C(=O)c3ccccc3C2=O)cc1C(=O)OCC(=O)NC1CCCCC1	u	x
CC(=O)Nc1ccc(C2NC(=O)c3ccccc3O2)cc1 (stereo not given)	u	x
O=C(Nc1ccc2ccccc2c1)c1ccc(Cl)cc1	1.3µM*	-19*
Cc1ccc(C(=O)n2c(-c3ccccc3)cnc2SCC(=O)Nc2ccccc2)cc1	-23%	-13
c1ccc2c(c1)nc(N1CCCCCC1)c1ccccc12	5%	-2
Cc1ccc(S(=O)(=O)N(C)C)cc1-n1c(SCC(=O)Nc2ccccc2)nc2ccccc2c1=O	-1%	-2
Cc1ccccc1NC(=S)NC1CCN(Cc2ccccc2)CC1	-7%	-7
CC1CSC(N(C(=O)c2ccc(S(C)(=O)=O)cc2)c2ccc(Cl)cc2)=N1 (stereo not given)	u	x
Cn1nc(C(F)(F)F)cc1C(=O)Nc1ccc(-c2ccno2)cc1	i	-18
COc1ccccc1NC(=S)Nc1ccccn1	0%	-2
CC(C)Sc1nc(N)c2c3c(sc2n1)CN(C)CC3	u	x
O=Cc1ccc(OCC(=O)N2CCOCC2)cc1	-14%	-10
COc1ccc(CCNC(=O)c2cc(C3CC3)on2)cc1OC	u	x
O=C(CCCN1C(=O)c2ccccc2C1=O)Nc1nncs1	u	x
COc1ccc(C(=O)CC(=O)C(=O)Nc2cccc([N+](=O)[O-])c2C)cc1	-18%	-7

One compound at a time, from the list above. Order of screens: S3 lipid droplet	S3 lipid droplet cell count max
O=C(CCCN1C(=O)c2ccccc2C1=O)Nc1nncs1 is listed as u	x
Cn1nc(C(F)(F)F)cc1C(=O)Nc1ccc(-c2ccno2)cc1 is listed as i	-18
COc1cc(-c2cc(=O)c3c(O)c(OC)c(OC)c(O)c3o2)ccc1O is listed as u	x
O=C(CCN1C(=O)/C(=C/c2ccccc2Cl)SC1=S)NCCCN1CCOCC1 is listed as u	x

Remaining list, next part.
SMILES	S3 lipid droplet	S3 lipid droplet cell count max
COc1c(C)cc(Br)cc1C(=O)NC(=S)Nc1ccc(Cl)c(C(=O)O)c1	u	x
Nc1nonc1C(=O)OCC(=O)c1ccc(Cl)cc1	9%	2
CC(=O)Nc1ccc(Nc2nnc(-c3ccc(O)cc3)c3ccccc23)cc1	7%	9
CSc1ccc(S(=O)(=O)N2CCC(C(=O)NCc3ccncc3)CC2)cc1	-5%	19
CCN1CCN(C(=O)c2cc3c(=O)n4ccccc4nc3n2Cc2ccccc2)CC1	u	x
Cc1ccccc1CNC(=O)c1ccccc1NS(C)(=O)=O	12%	2
C/C(=N\Nc1ccc([N+](=O)[O-])cc1)c1ccc(-n2nncc2C(C)(C)C)cc1	5%	7
Cc1ccc(-n2nc3c(c2NC(=O)C2CCCC2)CS(=O)(=O)C3)cc1	i	-13
CC(C)c1ccccc1NC(=O)c1cccc(NC(=O)c2ccccc2)c1	u	x
O=C1CC(c2ccc(F)cc2)c2cc3c(cc2N1)CCC3 (stereo not given)	-10%	3
CC1=NN(Cc2ccccc2)C(=O)/C1=C/c1ccc(N(C)C)cc1	u	x
O=C(NC1CCCC1)C(c1ccccn1)N(Cc1ccc(F)cc1)C(=O)c1csnn1 (stereo not given)	i	-10
COc1ccc(CNc2ccc(S(=O)(=O)N3CCN(C)CC3)cn2)cc1OC	u	x
O=C(Nc1ccc(-c2cnco2)cc1)c1ccc(F)cc1F	-5%	-13
CCOc1ccc(C(=O)OCC(=O)NCc2ccco2)cc1OCC	13%	-21
COc1cccc(C(=O)Nc2nc(C)cs2)c1	u	x
COc1ccc(CNC(=O)CSc2nc3ccc(OC)cc3[nH]2)cc1	u	x
COc1ccc(N2C(=O)/C(=C/c3cccs3)NC2=S)cc1	13%	17
COc1ccccc1NC(=O)Nc1nc(CC(=O)NCc2c(F)cccc2F)cs1	i	x
CCOC(=O)c1c(-c2cccc(C)c2)csc1NC(=O)c1c(-c2ccccc2)noc1C	-2%	-16
O=c1[nH]c2ccc(S(=O)(=O)Nc3ccc(-c4nnc5n4CCCCC5)cc3)cc2o1	u	x
O=C(Cc1ccccc1)NC1CCN(C(=O)NCc2ccccc2)CC1	-21%	-1
Cc1ccc(NC(=O)c2nc[nH]c2C(=O)N2CCc3ccccc3C2)cc1	u	x
O=C(Cn1cnc2ccc(Cl)cc2c1=O)c1cccs1	u	x
CC(=O)c1ccc(NC(=O)Cc2cccs2)cc1	u	x
Cc1cc(C)cc(NS(=O)(=O)c2ccc3[nH]cc(C(=O)N4CCc5ccccc54)c(=O)c3c2)c1	u	x
CC(NC(=O)C12CC3CC(CC(C3)C1)C2)C(=O)N/N=C/C1=C(N2CCOCC2)C(=C\c2cccc([N+](=O)[O-])c2)/CC1 (stereo not given)	13µM*	5.0*
Cc1ccc(N2C(=O)c3ccc(C(=O)O)cc3C2=O)cc1C	u	x
CCc1ccccc1N(C(C)=O)c1nc(CCl)cs1	u	x
Cn1cc(S(=O)(=O)Nc2ccc(OC(F)(F)F)cc2)c(=O)n(C)c1=O	u	x
CC1CCCC(C(=O)O)N1C(=O)CCSC(=O)c1ccccc1 (stereo not given)	u	x
CCCC(=O)NC1=C(C#N)C2(CCCCC2)Cc2ccccc21	u	x
Cc1cc(C(C)(C)C)c(OC(=O)[C@@H]2OC(c3ccccc3)=C[C@H]2c2ccccc2)c(C(C)(C)C)c1	u	x
N#Cc1ccccc1OCC(=O)NC(=O)NCc1ccccc1	u	x
COc1ccc(CN(C)C(=O)c2cc(S(=O)(=O)N3CCCCCC3)ccc2OC)cc1OC	-29%	1
CCOCCCNC(=O)CCc1nnc2n(CCC(C)C)c(=O)c3ccccc3n12	4%	-6
COc1ccc(CC(=O)NCCN2CCOCC2)cc1	9%	6
COc1ccc(-c2nnc(SCc3nc4ccccc4s3)n2C(C)C)cc1	i	-4
OC(CN1CCN(c2ccc(F)cc2)CC1)c1ccc(Cl)cc1 (stereo not given)	11%	0
CCN(CC)CCCNc1nc(C)cc(COC)c1C#N	-1%	-3

Overlap with the part before: 3 entries, then new ones.
SMILES	S3 lipid droplet	S3 lipid droplet cell count max
COc1ccc(-c2nnc(SCc3nc4ccccc4s3)n2C(C)C)cc1	i	-4
OC(CN1CCN(c2ccc(F)cc2)CC1)c1ccc(Cl)cc1 (stereo not given)	11%	0
CCN(CC)CCCNc1nc(C)cc(COC)c1C#N	-1%	-3
S=c1nccc(-c2ccc3c(c2)CCO3)[nH]1	u	x
O=C(CCl)Nc1cc2[nH]c(=O)[nH]c2cc1Br	u	x
COc1nccnc1NS(=O)(=O)c1ccc(NC(=O)c2ccccc2Br)cc1	u	x
CC(Sc1nnc(COc2ccc(Cl)cc2)n1Cc1ccco1)C(=O)N1CCNC1=O (stereo not given)	u	x
COc1ccc(NC(=O)CSc2nc3c(c(=O)n2C)SCC3)cc1OC	29%	16
C/C(=N\NC(=O)CNc1cccc2ccccc12)c1ccc(Br)s1	u	x
Cc1ccc(OCC(=O)Nc2ccc3c4c(cccc24)CC3)c(C)c1	16%	-7
O=C(NCCCN1CCOCC1)c1ccc(CS(=O)(=O)c2c(Cl)cccc2Cl)o1	i	x
CCOC(CCn1c(SCC(=O)NC2CCCC2)nc2ccccc2c1=O)OCC	i	8
Cc1c(Br)c([N+](=O)[O-])nn1CC(=O)NCc1ccco1	13%	16
COc1ccc(NC(=O)c2ccccc2N(Cc2ccccc2)S(C)(=O)=O)c(OC)c1	u	x
Cn1nc(C(=O)OCc2ccc(Br)cc2F)c2ccccc2c1=O	u	x
O=C(O)CCC(=O)Nc1ccc(F)cc1	u	x
CCOC(=O)c1c(NC(=O)CSc2nnc3c(n2)[nH]c2ccc(F)cc23)sc(C(C)=O)c1C	12%	-3
Cc1cc(C)n(-c2nc(N(C)C)nc(N(C)C)n2)n1	6%	-2
CC(C)(C)OC(=O)N/N=C/c1cccc([N+](=O)[O-])c1	-1%	14
Cn1c(CN2CCOCC2)nc2cc(NC(=O)COc3ccccc3)ccc21	-8%	3
COc1cc2c(cc1OC)C(c1cccc(Cl)c1Cl)CC(=O)N2 (stereo not given)	-8%	-13
CC(=O)c1c(C)[nH]c2ccccc2c1=O	-27%	-9
O=C(CSc1nncn1-c1cccnc1)N(c1ccccc1)c1ccccc1	-1%	-5

Rewritten with each value named: two of the compounds above.
> Cc1ccc(NC(=O)c2nc[nH]c2C(=O)N2CCc3ccccc3C2)cc1
- S3 lipid droplet: u
- S3 lipid droplet cell count max: x

> O=C(Cn1cnc2ccc(Cl)cc2c1=O)c1cccs1
- S3 lipid droplet: u
- S3 lipid droplet cell count max: x

(continued)
SMILES	S3 lipid droplet	S3 lipid droplet cell count max
COc1ccc(OC)c(-c2nc(C)sc2CC(=O)O)c1	-3%	2
C=CCNC(=S)Nc1ccc(OC)c(S(=O)(=O)N2CCOCC2)c1	u	x
CNc1nc(C)c([N+](=O)[O-])c(Nc2ccc(OC)cc2)n1	i	12
CCc1c(C)nc2cc(-c3ccc(OC)c(OC)c3)nn2c1N1CCC(C)CC1	7%	-8
CCc1nc(SCC(=O)N2CCCC2)c2ccccc2n1	u	x
CCNS(=O)(=O)c1ccc(NS(=O)(=O)c2cc(C)ccc2C)cc1	-16%	-3
CC(=O)c1cccc(NC(=O)C(C)OC(=O)c2cccc(S(=O)(=O)N3CCN(C)CC3)c2)c1 (stereo not given)	u	x
CCC1Oc2ccc(C)cc2N(CC(=O)N(Cc2ccncc2)Cc2ccco2)C1=O (stereo not given)	-3%	-10
C=CCn1c(Oc2ccccc2F)nc2c1c(=O)n(C)c(=O)n2C	u	x
COc1ccccc1NC(=O)C(C)Sc1nnc2ccccn12 (stereo not given)	u	x

A different layout for part of the listing above:
canonical_smiles | S3 lipid droplet | S3 lipid droplet cell count max
CCC1Oc2ccc(C)cc2N(CC(=O)N(Cc2ccncc2)Cc2ccco2)C1=O (stereo not given) | -3% | -10
C=CCn1c(Oc2ccccc2F)nc2c1c(=O)n(C)c(=O)n2C | u | x
COc1ccccc1NC(=O)C(C)Sc1nnc2ccccn12 (stereo not given) | u | x

(more compounds)
SMILES	S3 lipid droplet	S3 lipid droplet cell count max
CCOC(=O)c1snc(-c2ccc(F)cc2)c1N	u	x
CCCOc1ccccc1N/C(=N/c1nc(C)cc(C)n1)NC(=O)Nc1ccc(Cl)cc1	u	x
COc1ccc(NC(=O)CN(C)C(=O)c2cccc(S(=O)(=O)N3CCCc4ccccc43)c2)cc1	u	x
O=S(=O)(c1cccc(-c2csc(-c3cccnc3)n2)c1)N1CCOCC1	u	x
CCC(O)C1CCN(Cc2cn(-c3ccc(OC)cc3)nc2-c2cccc(F)c2)CC1 (stereo not given)	10%	-11
CCCCn1c(-c2csc(CCC)c2)n[nH]c1=S	u	x
Cc1cc2cc(C)c3nnc(SCC(=O)Nc4ccc(S(=O)(=O)N5CCCCC5C)cc4)n3c2cc1C (stereo not given)	u	x
Cc1nn(C)c(-c2n[nH]c(=S)n2-c2ccccc2)c1Cl	11%	4
CC(C)CCn1c(=O)c2c(nc3n2CCCN3Cc2ccccc2)n(C)c1=O	u	x
CN(O)/C=N/C(=S)Nc1ccc(Cl)cc1Cl	u	x
COc1cccc([C@@H]2CC=C(C(=O)O)[C@H](c3ccc(Cl)cc3)N2S(=O)(=O)c2ccc(C)cc2)c1	u	x
O=C(CCN1C(=O)/C(=C/c2ccc(Cl)cc2)SC1=S)Nc1cccnc1	i	10
O=C1CN(C(=O)c2ccc(Cl)nc2)c2ccccc2N1	u	x
COc1cc(Cl)c(C)cc1NC(=O)c1ccc(S(C)(=O)=O)cc1	u	x
COc1ccc(Nc2nc(NC(C)(C)C)nc(N3CCOCC3)n2)c(OC)c1	-1%	-2
O=C(Nc1ccncc1)c1sc2ccccc2c1Cl	0%	18
Cc1ccccc1OCCn1c(CCNC(=O)C(C)C)nc2ccccc21	u	x
O=C(c1ccc2c(=O)n3c(nc2c1)CCCCC3)N1CCCCC1	u	x
COc1ccc(C(=O)NC2CCN(S(=O)(=O)c3ccc(F)cc3)CC2)cc1	i	-24
O=C(NNC(=S)Nc1ccccc1)c1cccc(Br)c1	-2%	1
Cc1cc(C)cc(NC(=S)NC2CC3CCC(C2)N3Cc2ccco2)c1 (stereo not given)	-8%	6
Cc1ccc(N2CC(=O)N(NC(=O)c3sc4nc(C)cc(C)c4c3N)CC2=O)cc1	u	x
O=C(Nc1nnc(CCS(=O)(=O)c2ccc3ccccc3c2)s1)c1cccs1	u	x

Not all compounds are listed; count on the stated rates, not on these rows.
